# Screens from PubChem.
# USP1 inh = USP1/UAF1 (human) deubiquitinase inhibition | O94782 | recombinant USP1/UAF1, Ub-Rhodamine cleavage fluorescence | Potency, µM (doses to about 57.1 µM), inactives show top-dose activity change, negative = inhibition, most hits filed as inhibitors | actives 0.23% (n = 390,000) | AID 743255; further: potency means the concentration at half of the fitted maximal effect; on the % scale 0 is the no-effect control and ±100 the full control effect; nearly all actives have a fitted effect of over 60% in size; inactives centre near -12
#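 1 nM enzyme complex + cpd, 15 min RT; start with Ub-Rho 150nM final; kinetic fluorescence ex 480/em 540, 6 reads q60 s. Buffer 50mM HEPES pH 7.8, 0.5mM EDTA, 0.1 mg/ml BSA, 1mM TCEP, 0.01% Tween-20.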
# TrxR1 substrate = rat thioredoxin reductase 1 substrate activity; O89049; purified TrxR1 substrate turnover, NADPH consumption readout; Potency, µM (highest dose often 114 µM), without a hit: at the top dose activity change, negative = substrate turnover; actives 0.01% (n = 390,000); AID 588456; further: potency means the concentration at half of the fitted maximal effect; on the % scale 0 is the no-effect control and ±100 the full control effect; nearly all actives have a fitted effect of over 50% in size
#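 Rat TrxR1, dispensed at 90 nM, was prereduced with 400 uM NADPH (final) for 5 min at ~22 deg C, then incubated with compound 15 min before 400 uM selenite. A first-read NADPH fluorescence drop versus no-compound background flagged substrates.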
# Vif-APOBEC3F blk = Vif-A3F binding inhibition. HeLa A3F-eYFP + Vif (tagged APOBEC3F with the HIV-1 protein that degrades it), YFP fluorescence increase. AID 602313. Potency, µM (top dose mostly 46.1 µM), inactives show at the top dose activity, negative = active. actives 0.2% (n = 390,000); further: potency means the concentration at half of the fitted maximal effect; % of control where 0% means no effect; nearly all actives have a fitted effect of over 65% in size
#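 Fluorescence increase (Ex 488/Em 500-530) after overnight compound treatment at 37 deg C flags inhibition of Vif-driven A3F-eYFP loss in stable HeLa A3F-eYFP/Vif cells seeded overnight beforehand.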
# rTrxR1 inhibitor = blocks rat thioredoxin reductase 1; recombinant rTrxR1, NADPH fluorescence consumption, selenite substrate; actives 1% (n = 390,000); O89049; AID 588453; Potency, µM (top dose mostly 114 µM), for inactives: at the highest dose activity change, negative = inhibition, hits mostly inhibitors; further: potency means the concentration at half of the fitted maximal effect; on the % scale 0 is the no-effect control and ±100 the full control effect; nearly all actives have a fitted effect of over 65% in size
#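 Rat TrxR1 (90 nM in the dispensed reagent) was pre-reduced with 400 uM NADPH for 5 min at room temperature, then incubated with compound for 15 min. After 400 uM selenite was added, NADPH fluorescence (Ex 340/Em 450 nm) was followed for 8 min.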
# LDHA inh = inhibitors of human lactate dehydrogenase A. P00338. purified LDHA, NADH/diaphorase-resazurin fluorescence; stronger effect = lower value. activity change, % (values are at about 110 or 230 µM). actives 0.15% (n = 480,000). AID 1347041; in the data active means activity change below about -30%; inconclusive means mostly about -25% to -30%;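 further: plate controls were DMSO wells for no effect and wells without enzyme for full effect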
#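 Human LDH5 at 2 nM final in Tris HCl pH 7.4 with 0.06 mM NADH and 0.2 mM pyruvate, reacted 5 minutes at room temperature. Remaining NADH coupled via diaphorase/resazurin; resorufin fluorescence read at 0 and 20 minutes, normalized to enzyme-free and DMSO wells.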
# RGS4 inhibitor = human RGS4 inhibition; P49798; Transcreener GDP fluorescence polarization, RGS4-accelerated GTP hydrolysis; Potency, µM (series often up to 114 µM), inactives show at the highest dose activity change, negative = inhibition, hits mostly inhibitors; actives 0.039% (n = 390,000); further: potency means the concentration at half of the fitted maximal effect; on the % scale 0 is the no-effect control and ±100 the full control effect; nearly all actives have a fitted effect of over 75% in size; some results filed as inactive show a strong effect at the top dose
# Target sequence (P49798 whole entry, looked up): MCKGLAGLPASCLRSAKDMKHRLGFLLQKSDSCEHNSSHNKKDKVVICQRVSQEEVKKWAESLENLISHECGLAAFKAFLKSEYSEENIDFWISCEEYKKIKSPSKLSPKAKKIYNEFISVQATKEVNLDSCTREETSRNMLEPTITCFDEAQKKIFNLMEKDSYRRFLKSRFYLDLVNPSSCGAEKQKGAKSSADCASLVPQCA
#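 MLSMR compounds (23 nl, pin-transferred) preincubated 10 min at room temperature with a 500nM (2x) first reagent, then RGS4 at 900nM (2x) plus Transcreener GDP mix added; fluorescence polarization (620/688 nm) read before and after 90 min at 30 °C.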
# IDH1 R132H inh = human IDH1 R132H inhibition | O75874 | IDH1-R132H enzyme, NADPH consumption, diaphorase/resazurin fluorescence | Potency, µM (series often up to 76.6 µM), inactives show at the top dose activity change, negative = inhibition, hits mostly inhibitors | actives 0.093% (n = 390,000) | AID 602179; further: potency means the concentration at half of the fitted maximal effect; on the % scale 0 is the no-effect control and ±100 the full control effect; nearly all actives have a fitted effect of over 65% in size
# Target sequence (O75874 whole entry R132H, stated change not applied): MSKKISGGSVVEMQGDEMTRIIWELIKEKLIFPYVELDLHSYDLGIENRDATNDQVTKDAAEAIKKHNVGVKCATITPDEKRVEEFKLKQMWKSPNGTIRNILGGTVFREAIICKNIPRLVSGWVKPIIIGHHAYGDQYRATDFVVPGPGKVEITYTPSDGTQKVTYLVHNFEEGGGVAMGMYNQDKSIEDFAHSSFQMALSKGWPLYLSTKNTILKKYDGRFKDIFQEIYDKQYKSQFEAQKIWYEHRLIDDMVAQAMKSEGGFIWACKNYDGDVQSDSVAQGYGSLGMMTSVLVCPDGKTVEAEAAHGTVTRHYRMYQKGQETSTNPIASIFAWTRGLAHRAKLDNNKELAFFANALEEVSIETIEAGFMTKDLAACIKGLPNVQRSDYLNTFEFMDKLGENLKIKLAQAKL
#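 IDH1-R132H (0.5 ug/mL) preincubated 30 min with compound, then NADPH (0.016 mM) and alpha-KG (2 mM) added; 80 min at RT, pH 7.5. Remaining NADPH coupled via diaphorase/resazurin to fluorescence (540/590 nm); concentration-response curves normalized to no-enzyme control.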
# Vif-A3G inh = inhibitors of Vif-APOBEC3G interaction; actives 0.076% (n = 410,000); AID 602310; HeLa A3G-eYFP + Vif (tagged APOBEC3G with the HIV-1 protein that degrades it), YFP fluorescence, overnight; Potency, µM (series often up to 46.1 µM), for the others: at the top dose activity, negative = active, most hits filed as inhibitors;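 further: potency means the concentration at half of the fitted maximal effect; on the % scale 0 is the no-effect control and ±100 the full control effect; nearly all actives have a fitted effect of over 60% in size; hits raise eYFP signal because A3G escapes Vif-driven loss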
# Target sequence (Q9HC16 whole entry, looked up): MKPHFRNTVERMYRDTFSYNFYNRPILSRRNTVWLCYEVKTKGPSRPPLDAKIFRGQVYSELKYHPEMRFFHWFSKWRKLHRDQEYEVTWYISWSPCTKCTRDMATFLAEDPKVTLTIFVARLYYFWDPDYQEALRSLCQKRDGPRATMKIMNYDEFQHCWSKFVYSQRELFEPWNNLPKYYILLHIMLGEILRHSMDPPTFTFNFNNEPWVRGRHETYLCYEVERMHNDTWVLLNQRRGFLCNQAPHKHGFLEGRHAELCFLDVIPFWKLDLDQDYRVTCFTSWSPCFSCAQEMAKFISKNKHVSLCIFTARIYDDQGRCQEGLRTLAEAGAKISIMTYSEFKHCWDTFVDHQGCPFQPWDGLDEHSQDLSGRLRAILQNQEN
#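 Read-out is eYFP fluorescence (Ex 488/Em 500-530) from Vif-expressing HeLa A3G-eYFP cells; more signal means A3G escaped Vif-mediated degradation. Cells plated overnight, compound pinned in, incubated overnight at 37 deg C.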
# GRP78 ERSR act = induces the endoplasmic reticulum stress response in human glioma cells | U87-MG GRP78 promoter luciferase reporter, 16 h | Potency, µM, inactives show at the top dose activation, hits mostly activators | actives 0.02% (n = 420,000) | AID 602332; further: potency means the concentration at half of the fitted maximal effect; series mostly up to about 76 µM; % of control where 0% means no effect; nearly all actives have a fitted effect of over 35% in size
#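 Stably transfected U87-MG glioma cells carrying a GRP78-based luciferase sensor; 16 h compound incubation. Luminescence end-point read 10 min after Bright-Glo addition at room temperature.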
# Starred values were filed as active, the others as inactive; ? = inconclusive; / = not tested or not shown; & = joins results of further samples; [ ] = another dose, or the depositor's remark. Unless noted, the call rests on the fitted dose curve; in most records, active means well fitted curve in the direction sought with a large enough effect; inconclusive means small, poorly fitted or top-dose-only effect, or another doubt; inactive means no such curve, though single readings can be large; an effect the other way counts as inactive or inconclusive. Some of the compounds tested; rates above refer to the full screens.
SMILES,USP1 inh,TrxR1 substrate,Vif-APOBEC3F blk,rTrxR1 inhibitor,LDHA inh,RGS4 inhibitor,IDH1 R132H inh,Vif-A3G inh,GRP78 ERSR act
NC(=O)c1coc(-c2ccccc2)n1,-11%,5%,2%,7%,0,-56%[56.9 µM],10%,9%,1%
Cc1ccc(NC(=S)N/N=C/c2c(C)[nH]c3ccccc23)cc1,-13%,4%[57.1 µM],?,13%[57.1 µM],3,-17%,0%,-9%,2%
FC(F)(F)c1cc(CO[C@@H]2CCCN[C@@H]2c2ccccc2)cc(C(F)(F)F)c1,-26%,7%,5%,20%,-4,-4%,15%,-8%,-9%
CCc1cccc(NC(=O)CCNS(=O)(=O)c2ccc3c(c2)oc(=O)n3C)c1,-19%,-10%,0%,-17%,-1,-15%,9%,4%,-2%
CN1CCN(C(=S)NCCc2ccccc2)CC1,-13%,10%,-13%,20%,?,0%,0%,1%,3%
CCCCn1nc(C(=O)NCC2COc3ccccc3O2)c2ccccc2c1=O (stereo not given),-23%,3%,0%,26%,-2&-5,-1%,-7%,0%,0%
CCOC(=O)C1=C(C)NC(C)=C(C(=O)OCC)C1C(=O)OCC(=O)NC1(C#N)CCCCC1,-4%,5%,5%,6%,-2,23%,3%,-5%,1%
COc1ccc(-n2c(CNC(=O)COc3ccc(Cl)cc3)n[nH]c2=S)cc1,-11%,9%,-17%,-11%[57.1 µM],-7,?,-2%,-5%,2%
N#Cc1ccccc1NC(=O)COC(=O)C1CCN(C(=O)c2ccc(Cl)cc2)CC1,-7%,-1%,-10%,2%,-8,7%,-7%,-4%,-4%
COc1cc(C=NNC(=O)c2cccnc2)ccc1OC(=O)c1ccccc1F,-16%,0%,-4%,4%,-2,8%,-2%,-3%,-4%
Cc1cc(C)cc(NC(=O)COC(=O)c2n[nH]c3ccccc23)c1,-9%,-1%[57.1 µM],?,24%[57.1 µM],-11,-14%,1%,-3%,5%
NC(=O)C1CC(=O)N(c2ccc(OCc3ccc(Cl)cc3)cc2)C1 (stereo not given),-13%,-1%,-7%,13%,0,?,8%,-3%,1%
Cc1c(N=C2C(=O)Nc3ccccc32)c(=O)n(-c2ccccc2)n1C,?,-5%,1%,-11%,2,3%,8%,0%,-3%
Cc1cccc(NC(=O)COC(=O)c2ccc(C)c(S(=O)(=O)N3CCCCC3)c2)c1,-21%,-3%,6%,8%,1,3%,1%,3%,-6%
CC(=O)Oc1ccc2c(=O)oc(-c3ccccc3C)nc2c1,-25%,7%,-1%,2%,-11,-11%,-1%,-5%,1%
Cc1ccc(N2CCN(/N=C/c3cccs3)CC2)cc1,-14%,6%,0%,24%,1,1%,2%,4%,-2%
Cc1ccc(-n2cc(C(=O)c3ccc4ccccc4c3O)cn2)cc1,-9%,-5%[57.1 µM],-10%,-7%[57.1 µM],3,-4%,4%,0%,-3%
COc1cccc(C(=O)NN2c3ccccc3CCc3ccccc32)c1,2%,0%,-28%,11%,-9,-2%,-2%,-7%,-2%
COc1ccccc1/C=N/NC(=O)c1cccc(OC(F)(F)C(F)F)c1,-24%,-14%,-1%,-2%,-1,-14%,-2%,-4%,2%
O=C(Cc1ccccc1)Nc1ccccc1C(=O)NCC1CCCO1 (stereo not given),-11%,6%,-11%,15%,-11,15%,-1%,-4%,-4%
Cn1nc([N+](=O)[O-])nc1Sc1ccc(Cl)cc1,-18%,-9%,4%,-30%,10,-10%,10%,2%,-4%
COc1ccccc1NC(=O)Nc1nc(CC(=O)Nc2ccc(OC)c(OC)c2)cs1,-1%,-8%,1%,-3%,-3,-2%,-3%,2%,-3%
Cc1cccc(NC(=O)C(C)Sc2nc3ccccc3c(=O)n2CCCN2CCOCC2)c1 (stereo not given),-22%,1%,1%,32%,-7,4%,-6%,-8%,-2%
Cc1cccc(C2CC(c3ccc(Br)cc3)Nc3nc(N)nn32)c1 (stereo not given),?,-3%,-8%,12%,2,-6%,-2%,-2%,-2%
COc1ccccc1NC(=O)CSc1ncc(CO)n1Cc1ccc(F)cc1,-14%&-15%,9%&0%[57.1 µM],-5%&-7%,20%&4%[57.1 µM],?,-68%[56.9 µM],-10%&12%,-1%&-3%,-7%&-5%
# The results go on.
SMILES,USP1 inh,TrxR1 substrate,Vif-APOBEC3F blk,rTrxR1 inhibitor,LDHA inh,RGS4 inhibitor,IDH1 R132H inh,Vif-A3G inh,GRP78 ERSR act
COc1ccc(Br)cc1CN(C)C(=O)C1=CC=CN2CCS(=O)(=O)N=C12,-6%,-2%,3%,-8%,-10,-30%,0%,-2%,-2%
S=C(Nc1ccccc1)N1CCN(C2CCCCC2)CC1,-7%,-8%,0%,9%[57.1 µM],-3,26%,-1%,-4%,2%
CCC(=O)Nc1cc2[nH]c(=O)cc(C)c2cc1C,-20%,23%,6%,5%,4,-7%,1%,-5%,-4%
COc1ccc(CCN2C(=O)c3[nH]nc(-c4ccccc4O)c3C2c2ccc(OC)c(OC)c2)cc1 (stereo not given),-14%,5%,12%,20%,-9,-15%,-15%,-6%,2%
COc1ccc2c(c1)c(C)cc[n+]2Cc1ccccc1,-14%,101%[activator],-6%,-10%,3,0%,4%,5%,-3%
COc1ccc(C(=O)N/N=C/c2sc(N3CCOCC3)nc2-c2ccccc2)cc1OC,-17%,-6%[57.1 µM],4%,-15%[57.1 µM],9,-21%,-2%,-12%,-1%
COc1ccc(S(=O)(=O)N(C)c2ccc(OC(=O)C(C)Oc3ccc(F)cc3)cc2)cc1 (stereo not given),-19%,-5%,2%,8%,-2,-34%,2%,-2%,-1%
CN(C)c1ccc(S(=O)(=O)N(C)C)cc1NC(=O)Cc1cccc2ccccc12,1%,1%,?,13%,1,-11%,6%,-8%,-1%
CCCCNC(=O)Cn1c(=O)c2c(ncn2CC)n(Cc2ccccc2)c1=O,-16%,1%,1%,9%,-6,-9%,-7%,0%,-1%
CCOc1ccc(/C=C2/SC(=S)N(CCC(=O)Nc3ccc(C(=O)O)cc3)C2=O)cc1,-15%,-8%,-4%,-5%,-12,-49%,0%,1%,1%
Cc1ccc(-c2nn3cnnc3c3ccccc23)cc1C,-10%,3%[57.1 µM],-31%,8%[57.1 µM],-10,9%,12%,-8%,3%
COc1cc(C(C)=O)ccc1OCC(O)CN1CCN(c2ccccn2)CC1 (stereo not given),-7%,1%,-5%,-3%,0,-23%[56.9 µM],-2%,-12%,0%
COc1ccc(Cl)cc1NC(=O)CCS(=O)(=O)c1nc(-c2cccs2)cc(C(F)(F)F)n1,-16%,5%[2.29 µM],0%,?,-4,1%,-12%,?,-10%
NC(=O)[C@H]1CC2(CC(c3cccc(NC(=O)COc4ccc(Cl)cc4)c3)=NO2)CN1C(=O)c1ccc(Cl)cc1 (stereo not given in full),-14%,8%[57.1 µM],3%,30%[57.1 µM],-1,10%,-3%,-10%,-2%
Cc1cc(C)c(-c2c(O)c3cnn(-c4ccccc4)c3[nH]c2=O)c(C)c1,-17%,1%[57.1 µM],8%,8%[57.1 µM],-2,-2%,1%,6%,0%
Cc1ccc(C(=O)NNC(=O)c2ccccc2O)cc1S(=O)(=O)N1CCCCC1,-12%,2%,-1%,10%,5,-10%,-1%,-1%,-3%
CCc1cc(=O)oc2c(C)c(OCC(=O)NCCN3CCOCC3)ccc12,-25%,15%,0%,-13%,-13&-12,-97%[56.9 µM],-2%,-1%,6%
CCN(CC)C(=O)[C@H]1CC(CC(=O)NC/C=C(\C)CCC=C(C)C)C(=O)N2CCc3c([nH]c4ccccc34)[C@]12C (stereo not given in full),-34%,-2%,-3%,8%,11,-15%,6%,-1%,4%
Cc1nc2ccccc2n1C1CCN(CC(=O)Nc2ccccc2Br)CC1,-12%,-2%,-29%,10%,-6,10%,-6%,0%,0%
Cc1cc(Nc2ccc(Br)cc2F)n2nc(C)nc2n1,-10%,-3%,0%,5%[57.1 µM],1,-13%,1%,-6%,-4%
CC(NC(=O)c1ccccc1Br)c1nnc(SCC(=O)NC2=NCCS2)n1C (stereo not given),-5%,4%,1%,23%,-15,13%,-6%,2%,-4%
CCc1ccc2[nH]c(=O)c(CN(Cc3ccc4c(c3)OCO4)Cc3nnnn3C3CCCC3)cc2c1,-20%,0%[57.1 µM],2%,14%[57.1 µM],5,-4%,3%,-1%,-1%
CCOc1ccc(CCNC(=O)Cn2c(C)c3cnn(-c4ccccc4)c(=O)c3c2C)cc1,-15%,-9%,8%,-10%,-4,-9%,-7%,6%,1%
COc1ccc(OC)c(S(=O)(=O)Nc2ccc(C(C)=O)cc2)c1,-14%,0%,0%,10%,-8,-9%,4%,1%,-3%
Cc1ccc(-c2csc(-c3c(N)c(C(=O)c4ccc5c(c4)OCO5)n4ccccc34)n2)cc1C,-18%,-6%,/,0%,-3,3%,/,/,/
Cc1ccc(S(=O)(=O)N(CC(=O)NCCc2ccc(Cl)cc2)c2ccccc2C)cc1,?,-7%,-2%,22%[11.4 µM],-3,-6%,-7%,3%,-4%
